# Pf Dd2 growth: inhibitors of Plasmodium falciparum Dd2 growth; P. falciparum Dd2 growth, SYBR Green, 72 h; Potency, µM (highest dose often 28.9 µM), for inactives: top-dose activity, negative = inhibition, actives largely listed as inhibitors; hit rate 4.3% among 120,000; AID 1347417; active = well fitted inhibition curve with a large enough effect; inconclusive = small, poorly fitted or top-dose-only effect; inactive = no such curve, though single readings can be large or run the other way;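 note: plate controls were DMSO vehicle for no effect and reference drug for full effect; nearly all actives have a fitted effect of over 65% in size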
#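 Readout: SYBR Green fluorescence, 485 nm excitation, 535 nm emission, after ~16 h lysis at 37C. Before that, Dd2-infected red cells (2.5% hematocrit) grew 72 h with compound, 29 uM top final concentration.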
# The depositor's hits bear a star; i = inactive; ? = inconclusive; [ ] = another dose, or the depositor's remark. Potency is the fitted concentration of half-maximal effect. These rows are one share of the data, so the mix of outcomes need not match the whole.
SMILES,Pf Dd2 growth
Cc1cc(=O)n(CC(=O)Nc2ccc(Cl)cc2)c(N2CCC(C)CC2)n1,11µM*
COc1ccc(C2Cn3nnc(C(=O)N4CCN(C(=O)c5ccccc5C)CC4)c3CO2)cc1 (configuration not stated),i
Cc1cccc(CSc2nc(=O)c3c(n2C)NC(=O)CC3c2cccc(O)c2)c1 (configuration not stated),-20%
COCCNC(=O)Cc1ccc(NC(=O)N2CCCCc3ccccc32)cc1,i
CC(=O)N[C@@H]1CN(S(=O)(=O)N2CCOCC2)C[C@H]1c1ccc(C)o1,-1%
CCc1nc2c(c(-c3ccc(Cl)cc3)n1)CN(C(=O)Nc1ccc(Cl)cc1)CC2,?
CC(C)Oc1ccc(CNC(=O)C2CCN(C(=O)c3sccc3-n3cccc3)CC2)cc1,-17%
CCC1CN(C(=O)N2CCC(C(=O)N3CCN(c4ccc(F)cc4)CC3)CC2)c2ccccc2O1 (configuration not stated),-5%
O=C1COc2ccc(OCc3cccnc3)nc2CN1CCOc1ccccc1,i
CCc1nn(C(CC)C(=O)NCc2ccc(OC)c(OC)c2)c(=O)c2cc3oc(C)cc3n12 (configuration not stated),25%
COc1ccc(C(=O)N2CCc3ccc(C(=O)NCc4cccnc4)cc32)cc1,-10%
CCC(CC)CN1CC[C@H](c2n[nH]c(C)n2)[C@H](NC(=O)C2CCOCC2)C1,-18%
O=C(NC1CC1)[C@@H]1C[C@H](Oc2ccccc2)CN1C(=O)Cc1ccccc1,-16%
O=C(COc1ccccc1)N1CCC2(CC1)CC(N(C(=O)c1ccccc1)C1CC1)CCO2 (configuration not stated),-20%
O=C(CN1CC2CC(C1)[C@H]1CCCC(=O)N1C2)NC1CCCCCC1 (some centres not stated),-11%
Cc1ccc(CNC(=O)N2CCCCCNC(=O)CC2c2ccccc2)cc1 (configuration not stated),?
CCc1ccc2occ(CC(=O)N(Cc3ccccc3)C3CCS(=O)(=O)C3)c2c1 (configuration not stated),-26%
Cc1noc([C@@H]2CN(Cc3cccc(F)c3)C[C@H]2CO)n1,15%
O=C(O)c1ccc([S+](=O)([O-])N2CC(COc3ccccc3)C3(CN(c4ccccc4)C3)C2)cc1 (configuration not stated),-17%
C[C@]1(O)CCN(C(=O)c2cn(C3CCC(N)CC3)nn2)C[C@@H]1O (some centres not stated),-11%
COCCN1C(=O)[C@H]2CN(Cc3ccc(C(C)C)cc3)C[C@H]2C1=O,4%
COc1ccc(OC2CN(Cc3ccc(C#N)cc3)C2)cc1,10%
COc1ccc(C2=NOC3(CCCN([S+](=O)([O-])c4cccc(C(F)(F)F)c4)C3)C2)cc1 (configuration not stated),1%
COCC(=O)N1CCc2nc(C)nc(-c3ccc(Cl)cc3)c2CC1,-2%[44.1 µM]
O=C(Cc1ccsc1)N1CCC(N2CC3CC(C2)[C@H]2CCCC(=O)N2C3)CC1 (some centres not stated),-18%
CCCN(CC1CCOC1)C(=O)Nc1cccc(F)c1C (configuration not stated),i[5.79 µM]
O=C(Cc1ccc(F)cc1)Nc1cccc(-c2nnc3n2CCCC3)c1,7.1µM*
COc1ccc(-c2cc(N3CCCC(NC(=O)c4ccc(F)c(Cl)c4)C3)n[nH]2)cc1 (configuration not stated),-2%
C=CCOC(=O)C1=C(C)N=C2SC=C(CC(=O)NCC(C)C)N2C1c1ccccc1Cl (configuration not stated),i
Cc1cnc(C2CCC2)n1CC1CCN(C(=O)C2(c3ccccc3)CC2)CC1,?
Cc1c(C(=O)Nc2cccc(Cl)c2)sc2nc3n(c(=O)c12)N=C(c1cccc(Br)c1)CS3,?
Cn1c(Cn2cccn2)nnc1C1CCCN(C(=O)c2ccoc2)C1 (configuration not stated),-7%
CCN(CC)c1ncccc1CNC(=O)c1ccc(C)s1,1%
CN(C)c1cccc(C(=O)N2CCCC(N3CCN(c4ccc(F)cc4)CC3)C2)c1 (configuration not stated),-15%
CNC(=O)[C@@H](c1ccc(OC)cc1)N1CCC[C@H]1C(=O)N(C)Cc1ccccc1,-13%[44.1 µM]
O=C(O)c1ccccc1C(=O)N1C[C@@H]2C[C@H]1C(=O)N(CC1CC1)c1ccccc1O2,-10%[44.1 µM]
COc1ccc(CCN2Cc3cc(NC(=O)c4cccc(F)c4)ccc3OC(C)C2=O)cc1 (configuration not stated),?
CN(c1ccccc1)S(=O)(=O)c1nnc(NC(=O)c2ccccc2)s1,-9%
CC(C)CNC(=O)N1CCC(c2noc(-c3ccccc3)n2)C1 (configuration not stated),i[5.79 µM]
O=C(Cc1ccccc1F)N1CCC(c2nc(C3CCOCC3)no2)C1 (configuration not stated),81%[activator]
COc1cc(NS(=O)(=O)c2ccc(-c3cc(C)no3)cc2)cc(OC)c1,-17%
CCN1C(=O)C2(CCN(S(=O)(=O)c3cccs3)CC2)c2ccccc21,46%[activator]
Cc1ccc(NC(=O)CN(C)S(=O)(=O)c2ccc3c(c2)n(C)c(=O)c(=O)n3C)cc1C,?
Cc1cc(-c2nc(C3CCOCC3)nn2Cc2ccccc2C)c(C)o1,?
COCC(=O)N1CCC2(CC1)CC(N1CCN(c3ccccn3)CC1)CCO2 (configuration not stated),3%

# Reformatted bar-delimited: entries from further up.
SMILES | Pf Dd2 growth
CC(C)CNC(=O)N1CCC(c2noc(-c3ccccc3)n2)C1 (configuration not stated) | i[5.79 µM]
O=C(Cc1ccccc1F)N1CCC(c2nc(C3CCOCC3)no2)C1 (configuration not stated) | 81%[activator]
COc1cc(NS(=O)(=O)c2ccc(-c3cc(C)no3)cc2)cc(OC)c1 | -17%

# Back to the main list, repeating the 4 entries before the break.
SMILES,Pf Dd2 growth
CCN1C(=O)C2(CCN(S(=O)(=O)c3cccs3)CC2)c2ccccc21,46%[activator]
Cc1ccc(NC(=O)CN(C)S(=O)(=O)c2ccc3c(c2)n(C)c(=O)c(=O)n3C)cc1C,?
Cc1cc(-c2nc(C3CCOCC3)nn2Cc2ccccc2C)c(C)o1,?
COCC(=O)N1CCC2(CC1)CC(N1CCN(c3ccccn3)CC1)CCO2 (configuration not stated),3%
CC(C)C(=O)Nc1ccc(C2(C(=O)O)CCCCC2)cc1,-14%
Cc1nonc1CC(=O)N1CCC(O)(CN2CCOCC2)C(C)(C)C1 (configuration not stated),-15%
CCNC(=O)N1CCC(c2ncc(C)n2C(C)C)C1 (configuration not stated),-11%
O=C(c1cc(F)ccc1F)N1CCC[C@H]1c1nc(-c2ccccc2)no1,3%
CC1CCN(S(=O)(=O)c2ccc3nc(-c4cccnc4)cc(C(=O)NCCCOC(C)C)c3c2)CC1,i
N#Cc1ccccc1NC(=O)c1cc2c(=O)n3ccccc3nc2s1,41%[activator]
COc1ccc(OCC(=O)NC2CC(=O)N(c3ccc4c(c3)OCCO4)C2)cc1 (configuration not stated),16%
COC(=O)[C@@H]1CN(C(=O)c2cccnc2)CCN1C(C)=O,8%[44.1 µM]
O=C(Nc1cccc(Br)c1)Nc1nc2c(s1)CCCCCC2,?
O=C1NC2(CCN(CC3CC3)CC2)Oc2ccccc21,?
O=C1NC(=NC2CCCC2)C2(CCCN(Cc3ccc(F)cc3)C2)N1c1cccnc1 (configuration not stated),?
CCc1nncn1C1CCN(S(=O)(=O)c2cccc(C)c2)CC1,-15%
COCCNC(=O)c1c(NC(=O)Cc2coc3cc(C)ccc23)sc2c1CCCC2,28%
O=C(CCc1ccccc1)N1CCC(Oc2ncccc2C(=O)N2CCCCC2)C1 (configuration not stated),-14%
Cc1cccc(CCNC(=O)Cn2ncc3c(=O)oc4ccccc4c32)c1,7%
COc1cccc(-c2cnc3n[nH]c(-c4ccc5c(c4)OCO5)c3n2)c1,i
COCCN(CC1CCN(Cc2ccccc2F)CC1)C(=O)c1cc[nH]c1C,-12%
O=C(Nc1cccc2cccnc12)c1cccc2ccccc12,-5%
O=C1NCCCCCCN(C(=O)NC2CCCCC2)[C@H]2CCCC[C@@H]12,i
O=C1CC(c2ccccc2)N(C(=O)Cc2cccnc2)CCCCCCN1 (configuration not stated),3%
Cc1cccc(-c2noc(-c3ccc(N4CCN(C)CC4)c([N+](=O)[O-])c3)n2)c1,?
COc1ccc(CN2CC3(C2)C(=O)N(Cc2ccc(C)o2)C(=O)[C@@H]2C[C@@H](O)CN23)cc1,-8%[44.1 µM]
CS(=O)(=O)N1CCC(C2CCN(C(=O)c3ccc(C#N)cc3)C2)CC1 (configuration not stated),8%
CN1CCN(c2cc(=O)c3ccnc(-c4cccc(F)c4)c3o2)CC1,i
OC[C@@H]1CN(Cc2ccc3[nH]ccc3c2)C[C@H]1c1ccccn1,?
COc1ccc(C(=O)N2CC(Oc3ccc(F)cc3F)C2)cc1,9%
Cc1noc(C)c1CN1CCOC[C@H](O)C1,20%[44.1 µM]
COC[C@@H]1[C@@H](NC(=O)Cc2nn(C)c(=O)c3ccccc23)[C@@H]2CCO[C@H]12,-12%
COc1cccc(S(=O)(=O)N2CCCC(c3nn[nH]n3)C2)c1 (configuration not stated),-14%
COc1ccccc1CN1CCCC(CN(CCN(C)C)C(=O)c2cc(C(C)C)no2)C1 (configuration not stated),i
Cc1cc(C(=O)N2CCc3nnc([C@@H]4C[C@@H](O)CN4C(C)C)n3CC2)n(C)n1,5%
COCc1nc(C2CCCN(C(=O)c3ccc(OC)nc3OC)C2)no1 (configuration not stated),50%[activator]
O=C(NCc1ccccc1Cl)c1noc(-c2ccc3c(c2)OCO3)n1,31%[activator]
COC(=O)c1cccc(Nc2c(-c3ccc(O)c(OC)c3)nc3nc[nH]n23)c1,-1%
Cc1nc2c(c(-c3ccc(O)cc3)n1)CN(C(=O)c1ccccc1C)CC2,-2%
CC(=O)Nc1ccc(S(=O)(=O)N[C@H]2C[C@@H](c3nc(-c4ccccc4)no3)N(C)C2)cc1,-24%
O=C(N1CC(Oc2ccc(-c3nc(-c4ccccc4)no3)cc2)C1)C1(c2ccccc2)CC1,17%[5.79 µM]
COc1ccccc1-c1cc(-c2ccc(=O)[nH]c2)c2cncn2c1,15%[44.1 µM]
FC(F)(F)c1cccc(Nc2cnc3ccc(-n4ccnc4)nn23)c1,i
Cc1cc(C)n(CCC(=O)NCC23CCCC=C2N(CC2CC2)C(=O)CC3)n1 (configuration not stated),-20%
COCCNC(=O)CCc1c(C)nn(-c2ccc(F)cc2)c1Oc1ccc(F)cc1F,i
CC(C)(C)C(=O)Nc1nc2c(s1)C[C@@H]1[C@](C)(CO)[C@H](O)CC[C@@]1(C)[C@@H]2CC(=O)Nc1cccc(O)c1,8.9µM*
CCOC(=O)C1CCN(C(=O)Cn2ncc3c4ccccc4n(Cc4ccccc4F)c3c2=O)CC1,-15%
COc1ccc(C(=O)N2CC(c3nnc(-c4ccncc4)o3)C3(CCOCC3)C2)c(C)c1 (configuration not stated),i
COc1ccc(CNC(=O)Cc2csc3ccccc23)cc1OC,?

# 4 of the compounds above, field by field:
> Cc1nc2c(c(-c3ccc(O)cc3)n1)CN(C(=O)c1ccccc1C)CC2
- Pf Dd2 growth: -2%

> Cc1cc(C)n(CCC(=O)NCC23CCCC=C2N(CC2CC2)C(=O)CC3)n1 (configuration not stated)
- Pf Dd2 growth: -20%

> COc1ccccc1-c1cc(-c2ccc(=O)[nH]c2)c2cncn2c1
- Pf Dd2 growth: 15%[44.1 µM]

> FC(F)(F)c1cccc(Nc2cnc3ccc(-n4ccnc4)nn23)c1
- Pf Dd2 growth: i

# (further entries)
SMILES,Pf Dd2 growth
CN(C)C[C@@H]1CN(Cc2ccccc2)C[C@H]1NC(=O)c1cn(C)cn1,4%
COc1ccc(NC(=O)CCS(=O)(=O)c2cc(Br)cc3c2N(C(C)=O)CC3)c(OC)c1,i
COc1ccccc1CNC(=O)CSc1ncc2c(n1)-c1ccccc1N(Cc1ccc(C)cc1)S2(=O)=O,-29%
O=C(COc1ccc(-c2nnc3n2CCCC3)cc1)N1CCN(c2ccccc2F)CC1,?
CCC1=C(c2ccc(C)cc2)S(=O)(=O)N=C1N1CCC(C(=O)Nc2ccccc2F)CC1,-20%
CN(CC1CCOCC1)C(=O)c1ccc(F)c(Cl)c1,26%
O=C(NCc1ccccc1)c1cnc2n1CCN(Cc1cccc(O)c1)CC2,8%[44.1 µM]
COc1ccc2[nH]c3c(c2c1)CCNC31CCN(C(=O)c2c(C)noc2C)CC1,i
O=C(c1n[nH]c2ccccc12)N1CCC(Cc2nc(-c3ccncc3)n[nH]2)CC1,?
COc1ccc(NC(=O)[C@@H]2C[C@H](c3ccc(F)cc3)N([S+](=O)([O-])C3CC3)C2)cc1OC,i
COc1ccc(-c2ccc3ncc(Nc4ccnc(N5CCOCC5)c4)n3n2)cn1,?
COc1cccc(CNC(=O)Cn2nc3c(cc2=O)CCCC3)c1OC,23%
CCOc1ccc(-n2c(Cc3ccccc3)nnc2SCc2nc(-c3ccccc3OC)no2)cc1,?
OC[C@@H]1CNC[C@H]1C1CCN(Cc2ccncc2F)CC1,57%[activator]
COc1ccccc1CNC(=O)CCc1nc(C2CCCN2C(=O)NC(C)C)no1 (configuration not stated),i
COc1ccc(NC(=O)c2oc3ccccc3c2NC(=O)COc2ccc(C(C)C)cc2)c(OC)c1,19%
O=c1c2c(nc3cc(-c4ccccc4)[nH]n13)CN(S(=O)(=O)c1cccs1)CC2,i
CNC(=O)N1CCC(C2CCN(C3CCN(CCc4ccccc4)CC3)C2)CC1 (configuration not stated),-23%
CCS(=O)(=O)N1C[C@@H](C(=O)N2CCCCCC2)[C@H](c2ccncc2)C1,18%
N#Cc1ccccc1CSc1nnc(-c2ccc(Br)cc2)o1,23%
O=C(c1cn[nH]c1-n1cnnn1)N1CCn2nc(Cc3ccccc3)cc2C1,-23%
Cc1ccc2c(c1)-c1nc(-c3ccc4c(c3)NC(=O)CO4)cc(-c3ccc(Cl)cc3)c1CO2,29%
